DNA FID counter: compounds displacing fluorescent DNA intercalator, primary screen, artefact control for HCV NS3 helicase inhibitor project, biochemical, FID fluorescence. DNA fluorescent intercalator displacement. actives 0.17% (n = 290,000). AID 1845, 2009. inhibition, % at 7.9 µM; in the data active means inhibition above about 37%;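 further: 0% = vehicle and 100% = reference compound; higher means more ethidium bromide displaced from hairpin DNA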
MEKK3 PB1 HTS: modulators of MEKK3-MEK5 PB1 binding, primary screen, biochemical, wildtype MEKK3, multiplex bead flow cytometry, Alexa488-MEK5; Mitogen-activated protein kinase kinase kinase 3 (Homo sapiens), Q99759; binding response (% of control), % at 10 µM; bead-based flow cytometry, Alexa488-MEK5 binding to MEKK3; actives lie on both sides; 0 = blocked by unlabeled MEK5, 100 = vehicle; actives 1.4% (n = 290,000);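 active means binding response more than 3 SD above or below the average of its plate-row segment, actives on both sides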;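 further: Alexa488 bead fluorescence after subtracting the streptavidin-only scavenger bead signal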
Target sequence (Q99759 whole entry, looked up): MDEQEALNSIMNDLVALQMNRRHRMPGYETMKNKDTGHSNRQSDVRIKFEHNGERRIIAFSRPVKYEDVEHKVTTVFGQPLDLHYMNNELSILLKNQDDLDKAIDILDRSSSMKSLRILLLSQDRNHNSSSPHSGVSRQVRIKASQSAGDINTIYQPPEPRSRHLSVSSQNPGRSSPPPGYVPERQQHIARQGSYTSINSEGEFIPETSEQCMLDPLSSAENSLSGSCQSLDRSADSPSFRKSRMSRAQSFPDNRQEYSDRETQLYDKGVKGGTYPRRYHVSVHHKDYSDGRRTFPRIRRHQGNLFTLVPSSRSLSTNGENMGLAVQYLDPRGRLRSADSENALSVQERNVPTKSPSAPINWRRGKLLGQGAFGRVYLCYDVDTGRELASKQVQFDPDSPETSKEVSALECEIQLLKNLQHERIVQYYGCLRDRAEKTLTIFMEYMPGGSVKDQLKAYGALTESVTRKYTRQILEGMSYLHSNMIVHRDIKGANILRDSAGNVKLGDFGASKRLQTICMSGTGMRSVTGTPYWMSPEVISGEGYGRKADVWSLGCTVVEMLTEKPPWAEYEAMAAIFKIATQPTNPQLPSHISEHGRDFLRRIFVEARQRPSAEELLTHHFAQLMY
HCV NS3 hel inh: inhibitors of HCV NS3 helicase, primary screen, biochemical, Cy5 molecular beacon fluorescence; NS3 helicase DNA unwinding; inhibition, % at 10.9 µM; actives 0.56% (n = 290,000); Hepatitis C virus NS3 helicase;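 active means inhibition above the mean of all tested compounds plus 3 SD, set per campaign, cut at about 35% in these data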;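 further: 0% = DMSO wells and 100% = thioflavine S control wells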
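test system = hepatitis C virus NS3 helicase domain fragment enzyme | reagent = annealed dual-labelled DNA beacon duplex, ATP-started | times = 1 h at 25 °C | detection = Cy5 fluorescence, 0 and 60 min reads | read-out basis = percent inhibition from t60/t0 fluorescence ratio | control set = DMSO and thioflavine S | replication = one well per compound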
MEKK2mut PB1 HTS: MEK5 binding signal on mutant MEKK2 PB1, primary screen, biochemical, multiplex bead flow cytometry, Alexa488-MEK5; Alexa488-MEK5 binding to MEKK2 mutant; percent response, % at 10 µM; actives 0.35% (n = 290,000); AID 1530, 2009; in the data active means percent response above about 24%, passing the limit was not always enough; further: inactives centre near 1; some results filed as inactive read as strong as hits
GalR3 antagonist: GalR3 antagonists in HEK293 cells, primary screen, cell-based, fluorescence readout | Galanin receptor type 3 (Homo sapiens), O60755 | HEK293 GalR3-CNG cAMP membrane potential fluorescence; galR3 body fused to GalR1 C-terminus | inhibition, % at 3 µM | actives 0.44% (n = 360,000);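 active means inhibition above the screen-wide average plus 3 SD, cut at about 13% in these data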;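 further: forskolin and galanin both at EC90 stimulate the cells; cAMP rise reported by CNG channel membrane potential dye signal; 0% = forskolin plus galanin with DMSO and 100% = forskolin alone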
Target sequence (O60755 1-299 limits assumed): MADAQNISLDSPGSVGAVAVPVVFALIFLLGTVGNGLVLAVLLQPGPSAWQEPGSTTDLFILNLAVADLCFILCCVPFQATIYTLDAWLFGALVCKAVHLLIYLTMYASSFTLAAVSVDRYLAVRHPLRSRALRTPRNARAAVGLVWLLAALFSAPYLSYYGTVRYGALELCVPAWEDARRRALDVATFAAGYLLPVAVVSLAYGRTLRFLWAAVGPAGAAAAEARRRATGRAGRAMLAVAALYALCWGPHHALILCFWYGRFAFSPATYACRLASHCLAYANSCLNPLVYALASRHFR
CRFR2-BP antag: antagonists of CRF-BP/CRF-R2 complex, primary screen, cell-based, HEK293, calcium dye fluorescence, uHTS; AID 588475, 2011; CRF-induced calcium fluorescence; actives 0.59% (n = 350,000); inhibition, % at 11.8 µM;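 active means inhibition of the ligand-induced calcium signal above about 50% at the single tested concentration, limit read from the data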
MEKK2 WT-MEK5: modulators of MEK5 binding to wildtype MEKK2, primary screen, biochemical, multiplex bead flow cytometry, Alexa488-MEK5. Mitogen-activated protein kinase kinase kinase 2 (Homo sapiens), Q9Y2U5. Alexa488-MEK5 binding to MEKK2 WT; actives lie on both sides. binding response (% of control), % at 10 µM. actives 1.1% (n = 290,000). AID 1531, 2009; in the data active means binding response below about 67% or above about 130%
SUMO HTRF inh: inhibitors of in vitro SUMOylation cascade, primary screen, biochemical, HTRF, uHTS; SUMO-conjugating enzyme UBC9 (Homo sapiens), P63279; HTRF SUMOylation assay, SAE1/SAE2 + UBC9; inhibition, % at 35 µM; actives 0.36% (n = 290,000); AID 2006, 2009; in the data active means inhibition above about 50%, passing the limit was not always enough; further: strong numbers were not always called active
Target sequence (P63279 whole entry, looked up): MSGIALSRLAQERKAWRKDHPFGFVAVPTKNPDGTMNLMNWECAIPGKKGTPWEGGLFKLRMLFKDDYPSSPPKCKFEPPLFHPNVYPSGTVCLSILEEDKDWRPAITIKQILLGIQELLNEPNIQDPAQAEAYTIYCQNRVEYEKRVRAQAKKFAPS
CRFBP-R2 agonist: agonists of CRF-BP/CRF-R2 complex, primary screen, cell-based, HEK293, calcium dye fluorescence, uHTS; calcium dye fluorescence (FLIPR); percent of saturating CRF peptide response; CRF-binding protein / CRF receptor 2 complex (human); AID 588473, 2011; actives 0.46% (n = 350,000); activation, % at 13.2 µM;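 active means activation of at least 50%, plus an integration ratio under a set limit after plate pattern correction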;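 further: plate controls were neutral control wells without compound for no effect and CRF at EC100 for full effect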
* = called active by the depositor; / = not tested or not shown; [ ] = dose if it differs, or a comment.

SMILES	DNA FID counter	MEKK3 PB1 HTS	HCV NS3 hel inh	MEKK2mut PB1 HTS	GalR3 antagonist	CRFR2-BP antag	MEKK2 WT-MEK5	SUMO HTRF inh	CRFBP-R2 agonist
Cc1ccc(CSc2nnc(-c3cccc(S(=O)(=O)N4CCOCC4)c3)n2CC(C)C)cc1	-35	92	-16	-2	-3	5	93	-15	-0.6
O=C(Nc1ccccc1)c1cc2n(n1)C(C(F)(F)F)CC(C1CC1)N2 (centres undefined)	5	95	1	-10	-3	25	86	-3	-2.0
CCCn1c2ccc(C)cc2c2nnc(SCCN3CCCCC3)nc21	-8	101	-17	1	-9	13	105	-7	-2.6
Cc1c(N=C2NC(=O)/C(=C/c3cccc([N+](=O)[O-])c3)S2)c(=O)n(-c2ccccc2)n1C	1	102	1	-2	/	/	100	32	/
COc1ccc(N(C(=O)c2snc(C(N)=O)c2N)C(C(=O)NC2CCCC2)c2cccs2)cc1OC (centres undefined)	-44	99	29	-3	-11	-8	92	45	1.2
COc1ccc(Nc2nc(-c3ccccc3)nc3ccccc23)cc1S(=O)(=O)N1CCOCC1	-3	90	-7	-22	-7	-13	88	16	1.6
COc1ccccc1Sc1ccccc1/C=N/NC(N)=O	-11	104	-9	0	-4	-126	105	-11	36
CCn1ccc(C(=O)Nc2sc3c(c2C(=O)OC)CCC3)n1	-21	102	5	-3	-2	-15	98	-1	-1.3
COc1ccc(CC(C)N2CCN(c3cccc(C(F)(F)F)c3)CC2)cc1OC (centres undefined)	0	98	-12	7	-6	-21	104	8	0.6
O=c1c2c(nc3cc(-c4ccc(Br)cc4)[nH]n13)CCCC2	-2	104	2	-1	-3	-4	103	-6	-0.6
CN1/C(=C\C(=O)COC(=O)CNC(=O)c2ccc3ccccc3c2)C(C)(C)c2ccccc21	-20	98	-5	0	-2	-18	91	-18	1.0
CC(=O)c1c(C)[nH]c(C(=O)Nc2nc(-c3ccccc3)c(C)s2)c1C	0	102	-2	2	-2	-19	102	19	-1.2
O=C1[C@H]2[C@H](ON3CCCC[C@H]23)C(=O)N1c1cccc(C(F)(F)F)c1	5	105	14	2	1	18	101	0	-0.5
CCOC(=O)C1(O)CC(C)=NN1C(=O)c1cccc(Cl)c1 (centres undefined)	-6	99	7	-2	-2	9	101	0	-0.1
Clc1ccccc1N1CCN(c2ncnc3nc[nH]c23)CC1	9	/	-4	/	1	-4	/	5	2.6
Cc1ccc([N+](=O)[O-])cc1NC(=O)c1c(-c2ccccc2)noc1C	-1	98	3	4	-1	-7	101	10	-0.4
CC(C)COC(=O)/C(C#N)=C/c1c[nH]c2ccccc12	0	110	4	27	1	14	119	28	1.0
CCN1/C(=C2/SC(=S)NC2=O)Sc2ccccc21	-12	103	12	-3	0	-2	96	-1	-2.4
COc1ccc(N2C(=O)CC(Sc3nc(C)cc(C)n3)C2=O)cc1OC (centres undefined)	-9	106	2	5	-5	1	111	11	0.3
CN(C)c1cccc(C(=O)OCC(=O)NC2CCCC2)c1	-14	102	12	-2	-11	-11	99	10	-0.7
COc1ccccc1NC(=S)NCCC(c1ccccc1)c1ccccc1	-20	107	-18	0	-4	-3	105	-23	0.5
Nc1ccc2nc(SCc3cccc(F)c3)sc2c1	4	113	-5	-2	-1	-140	102	14	1.8
COc1ccc(-n2c(N)c(C(=O)NCc3ccco3)sc2=S)cc1	-2	109	-4	15	-5	4	114	20	1.5
CC(=O)N1N=C(c2ccc3ccccc3c2)OC1(C)C	-7	102	-6	-2	0	-19	100	15	-0.2
CCN(CC)CCCNC(=O)c1cn(C)c2ccc(S(=O)(=O)N(C)C)cc2c1=O	17	91	5	-2	-3	16	92	-2	-0.8
CCCn1c(SCC(=O)Nc2ccccc2Oc2ccccc2)n[nH]c1=O	-22	106	-5	9	1	-19	102	6	-3.0
CCC(=O)c1c[nH]c(C(=O)NCc2cccs2)c1	-1	110	1	4	-5	-6	108	15	-0.8
Cc1cc(C)c(C)c(S(=O)(=O)N2CCC(C(=O)Nc3ccc(S(=O)(=O)N4CCOCC4)cc3)CC2)c1C	-44	106	-32	7	-2	-25	111	-6	4.3
CCOc1ccc(N(CC(=O)NCCSc2ccccn2)S(C)(=O)=O)cc1	-6	103	-1	3	4	-4	104	-3	-1.4
O=C(Nc1ccc(F)cc1)Nc1ccc(NC(=O)c2ccccc2O)cc1	8	92	8	-11	-4	-5	89	28	0.6
Cn1c(NC(=O)c2ccc(Cl)cc2)c(-c2ccccn2)c(=O)c2ccccc21	3	103	3	3	-6	18	104	18	-1.5
CCCCCCn1c(C(C)NC(=O)c2ccco2)nc2ccccc21 (centres undefined)	-30	102	-1	7	-2	-5	102	6	-1.6
COc1ccc(NC(=O)CSc2nc3[nH]ncc3c(=O)n2-c2ccccc2OC)cc1OC	-9	97	9	-1	-4	-37	94	7	-2.6
COc1ccc(OC)c(S(=O)(=O)Nc2cc(C)on2)c1	-5	100	5	8	3	-19	105	5	0.1
COC(=O)C(Cc1ccc(O)cc1)NC(=O)C(C)Oc1ccccc1 (centres undefined)	-8	0.0*[inhibitor]	1	-39	-11	-13	-5.0*[inhibitor]	15	-0.9
CC[N+](C)(C)CCN(Cc1ccc(Cl)cc1)c1ccccn1	10	108	-6	5	-4	-14	113	2	0.5
COc1ccc(N2C(=O)CSC23C(=O)Nc2ccccc23)cc1 (centres undefined)	-12	104	5	5	-4	3	102	-19	1.6
FC(F)(F)c1cc(-c2ccco2)nc(NCc2cccs2)n1	-8	122*	14	5	-4	-18	106	29	0.7
CCC(Sc1ccc2nnc(-c3cccnc3)n2n1)C(=O)OC (centres undefined)	-6	97	4	-2	-4	0	100	19	0.1
O=C(Nc1ccc2ccccc2c1)c1ccccc1O	0	102	-12	1	-8	6	106	1	18
CC1CN(CC(O)COc2ccc(C#N)cc2)CCN1CC(O)COc1ccc(C#N)cc1 (centres undefined)	3	102	1	6	-9	-13	104	3	3.0
CC1C(=O)CC(c2ccccc2)N(C)C1c1ccccc1 (centres undefined)	/	108	/	5	0	23	111	-2	-3.7
Cc1ccc(-c2nnc(NC3CCCCC3)c3ccccc23)cc1S(=O)(=O)N1CCN(C)CC1	4	83	-23	-7	-13	-21	95	18	0.2
COc1ccc(C2CC3(CC(C)(C)NC(SC)=N3)Oc3cc(O)cc(C)c32)cc1 (centres undefined)	15	92	-58	-3	-10	-68	99	2	13
CCCCC[C@H](O)/C=C/[C@@H]1[C@@H](C/C=C\CCCC(=O)O)[C@@H](O)C[C@H]1O	-43	89	14	3	/	-5	98	-25	-0.2
COc1ccc(OC)c(/C=N/NC(=O)C(O)c2ccccc2)c1 (centres undefined)	-10	103	-2	2	-7	5	102	18	-4.3
Cc1csc(SC(C)C(=O)Nc2ccc(Cl)cn2)n1 (centres undefined)	4	102	-4	2	-5	3	105	-5	0.9
O=C(Nc1ccc(-c2csc(Nc3cccc(C(F)(F)F)c3)n2)cc1)c1cccc(C(F)(F)F)c1	/	111	/	2	-4	-1	89	-9	0.1

Retrieved by compound from the list above, 4 records:
SMILES	DNA FID counter	MEKK3 PB1 HTS	HCV NS3 hel inh	MEKK2mut PB1 HTS	GalR3 antagonist	CRFR2-BP antag	MEKK2 WT-MEK5	SUMO HTRF inh	CRFBP-R2 agonist
CCN(CC)CCCNC(=O)c1cn(C)c2ccc(S(=O)(=O)N(C)C)cc2c1=O	17	91	5	-2	-3	16	92	-2	-0.8
COc1ccc(-n2c(N)c(C(=O)NCc3ccco3)sc2=S)cc1	-2	109	-4	15	-5	4	114	20	1.5
Clc1ccccc1N1CCN(c2ncnc3nc[nH]c23)CC1	9	/	-4	/	1	-4	/	5	2.6
COc1ccc(OC)c(S(=O)(=O)Nc2cc(C)on2)c1	-5	100	5	8	3	-19	105	5	0.1

Next compounds follow:
SMILES	DNA FID counter	MEKK3 PB1 HTS	HCV NS3 hel inh	MEKK2mut PB1 HTS	GalR3 antagonist	CRFR2-BP antag	MEKK2 WT-MEK5	SUMO HTRF inh	CRFBP-R2 agonist
O=C(CNC(=O)c1ccc(Br)o1)NCc1ccc(Cl)cc1Cl	-10	103	1	1	0	2	101	-22	-1.2
NNC(=O)c1nc(-c2ccccc2)cc(-c2ccccc2)n1	-26	100	8	3	-11	10	101	14	-0.7
O=C(NS(=O)(=O)c1ccc2c(c1)OCCO2)c1ccccc1	2	100	-4	1	2	-7	98	-10	-0.3
S=c1[nH]nc(CCc2nc3ccccc3[nH]2)n1-c1ccccc1	3	105	4	-8	-5	-7	101	12	-0.5
COc1ccccc1N(C(=O)c1cncc(Br)c1)c1nc(-c2ccc(C)cc2)cs1	1	88	2	-7	-3	-14	87	-18	8.0
CCOC(=O)c1c(C)nsc1NC(=O)C1CCCCC1	-26	97	1	-7	-6	-15	95	-9	-4.3
Cn1c(C(=O)N2CCN(c3ccc([N+](=O)[O-])cc3)CC2)cc2c(=O)[nH]c3ccccc3c21	-2	/	9	/	-1	26	/	16	-0.6
CCc1ccc(-c2nc(CSCC(=O)N3CCN(c4ncccn4)CC3)c(C)o2)cc1	-18	/	-1	/	1	1	/	10	-1.9
CCN(CC)S(=O)(=O)c1cc(C(=O)OCC(=O)Nc2c(F)cccc2F)ccc1F	-17	95	-2	-1	-5	9	93	-14	-0.8
Cc1[nH]c(=O)c(C(=O)c2ccccc2O)cc1C(=O)O	-2	82	2	-10	1	9	82	6	-2.7
CC(C)(Oc1ccc(Cl)cc1)C(=O)N1CCN(C(=O)c2ccco2)CC1	-33	101	-8	5	-11	4	107	10	-0.4
CNC(=S)N/N=C/c1c(C)nn(-c2ccc(F)cc2)c1Cl	-16	100	-2	-3	-5	-11	96	14	-1.8
Cc1ccc(-c2nc3ccc(NS(=O)(=O)c4ccccc4)cc3[nH]2)o1	-13	95	-4	1	-1	-1	99	29	-1.4
C=CCn1c(CSCc2ccc(Cl)cc2)nnc1SCC(=O)NCc1ccccc1	-32	98	-5	2	-3	-1	101	7	-1.1
O=C(c1ccccc1F)N1CCc2ccccc21	-4	97	9	-1	-9	2	95	1	-1.3
Cc1ccc(NC(=O)CCC(=O)O)cc1F	-2	88	-4	-3	-5	2	88	4	-0.5
COc1ccc(-c2nc3c(n2O)CCC/C3=N\O)cc1	-3	/	2	/	-4	-6	/	14	-0.8
CC1CN(C(=O)COC(=O)c2cccs2)CC(C)O1 (centres undefined)	-1	/	-3	/	0	0	/	-1	-0.9
COc1cccc(C(=O)Nc2c3c(nn2-c2cccc(C)c2C)CS(=O)(=O)C3)c1OC	-14	99	-1	3	-2	4	101	5	1.7
Cn1c(=O)c(=O)n(C)c2cc(S(=O)(=O)NCCN3CCN(c4ccccc4F)CC3)ccc21	-2	95	3	-5	-3	-5	94	18	-0.2
O=C(NCC1CCCO1)c1cccc(N2CCCC2=O)c1 (centres undefined)	-3	105	5	3	-3	34	106	4	-1.7

This is a subset; rates above refer to the full screens.
